Bioassay records deposited in PubChem BioAssay by several laboratories.
DTT redox prof – compounds producing H2O2 with reducing agent – biochemical, NIH compound library profiling, artefact control for MLSCN library redox annotation, primary screen. activation, % at 10 µM. AID 878, 2007. hit rate 0.03% among 200,000. DTT-dependent redox cycling H2O2, phenol red/HRP absorbance; 100% = 100 µM peroxide control, 0% = buffer;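 active = activation of at least 50% relative to the plate's high and low controls in the primary single-dose screen; inactive = activation below 50%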;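 note: compound incubated with DTT at 0.8 mM final as the reducing agent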
TLR4-MyD88 BLA – inhibitors of TLR4-MyD88 association in cells, primary screen, cell-based, HeLa CL3-4, BLA complementation, FRET ratio; hit rate 0.18% among 200,000; HeLa CL3-4 TLR4/MyD88 BLA complementation; inhibition, % at 8.4 µM; Toll-like receptor 4 (Homo sapiens) + Myeloid differentiation primary response protein …; AID 861, 2007; in the data active = inhibition above about 25%;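 note: 0% = vehicle and 100% = reference inhibitor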
PPARg SRC2 recr – agonists of PPARg-SRC-2 recruitment, primary screen, biochemical, HTS; Peroxisome proliferator-activated receptor gamma (Homo sapiens), P37231; PPARgamma LBD-SRC-2 recruitment; activation, % at 8 µM; hit rate 0.34% among 200,000; AID 1032, 2008; in the data active = activation above about 22%;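 note: 0% = vehicle and 100% = reference agonist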
Target sequence (P37231 whole entry, looked up, the tested form may be a part): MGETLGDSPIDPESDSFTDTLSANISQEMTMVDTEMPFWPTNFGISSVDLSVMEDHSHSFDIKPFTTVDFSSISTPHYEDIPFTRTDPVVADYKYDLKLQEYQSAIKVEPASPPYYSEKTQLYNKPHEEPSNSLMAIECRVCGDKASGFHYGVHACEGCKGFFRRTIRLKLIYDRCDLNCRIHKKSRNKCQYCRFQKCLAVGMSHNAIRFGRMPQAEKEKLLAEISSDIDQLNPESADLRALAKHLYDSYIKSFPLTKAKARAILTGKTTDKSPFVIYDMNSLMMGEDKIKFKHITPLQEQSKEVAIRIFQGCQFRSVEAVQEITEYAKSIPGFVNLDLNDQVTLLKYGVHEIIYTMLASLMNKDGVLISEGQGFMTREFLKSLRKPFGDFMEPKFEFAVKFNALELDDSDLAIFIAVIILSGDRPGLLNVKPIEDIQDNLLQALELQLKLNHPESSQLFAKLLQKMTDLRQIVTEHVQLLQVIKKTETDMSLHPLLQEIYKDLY
bIAP act – bovine intestinal alkaline phosphatase activators, primary screen, biochemical, bovine IAP, CDP-star luminescence | alkaline phosphatase, intestinal [Bos taurus] | purified bovine IAP, 30 min; stronger effect = higher value; fold of DMSO-control signal, blank-subtracted | activation factor at 20 µM | hit rate 0.17% among 200,000 | AID 1016, 2008;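 active = activation factor of 2 or more at 20 µM, a signal rise over negative controls twice the positive control's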
Lmaj promast – Leishmania major promastigote growth inhibition, primary screen; Leishmania major promastigotes, resazurin fluorescence viability; inhibition, % at 10 µM; hit rate 9% among 200,000; AID 1063, 2008; in the data active = inhibition above about 50%;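 note: promastigotes grown with compound for 44 hours at 28 °C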
PPARg SRC-1 ag – PPARgamma agonists recruiting SRC-1 coactivator, primary screen, biochemical; Peroxisome proliferator-activated receptor gamma (Homo sapiens), P37231; PPARgamma-SRC-1 coactivator recruitment biochemical assay; activation, % at 8 µM; hit rate 0.41% among 200,000; in the data active = activation above about 19%;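 note: 0% = DMSO and 100% = reference agonist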
S1P3 antagonist – S1P3 receptor antagonists, primary screen, cell-based; CHO S1P3 NFAT-BLA reporter, FRET fluorescence, antagonist mode; inhibition, % at 4.98 µM; hit rate 0.27% among 170,000; AID 485, 2006;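 active = inhibition above the plate cutoff, the mean inhibition of test wells on that plate plus 3 SD, cut at about 28% in these data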;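 note: cells challenged with S1P at its EC80 of 0.8 µM; blue over green emission ratio from cleaved BLA substrate after 4 h stimulation; 0% = S1P-stimulated wells and 100% = unstimulated DMSO-only wells; some compounds past the cut are filed as inactive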
Target sequence (Q99500 whole entry, looked up): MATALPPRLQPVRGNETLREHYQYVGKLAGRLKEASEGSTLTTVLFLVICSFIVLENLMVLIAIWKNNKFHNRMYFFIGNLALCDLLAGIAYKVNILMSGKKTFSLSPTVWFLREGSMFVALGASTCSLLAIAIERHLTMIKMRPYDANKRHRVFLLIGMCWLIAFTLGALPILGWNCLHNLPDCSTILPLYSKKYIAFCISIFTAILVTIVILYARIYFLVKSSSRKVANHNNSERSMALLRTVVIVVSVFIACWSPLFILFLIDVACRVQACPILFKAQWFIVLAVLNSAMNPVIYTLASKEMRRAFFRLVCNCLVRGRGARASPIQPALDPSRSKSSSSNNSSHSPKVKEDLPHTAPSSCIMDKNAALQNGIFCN
ROMK primary – ROMK potassium channel modulators, primary screen, cell-based, thallium flux, MLSMR library. ATP-sensitive inward rectifier potassium channel 1 (Homo sapiens), P48048. Tet-inducible ROMK, thallium flux fluorescence; actives lie on both sides. B-score at 10 µM. hit rate 2% among 130,000;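 active = signal ratio slope over the read window, or its plate-corrected B-score, at least 3 SD from the plate mean, either direction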;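 note: B-score of the F/F0 ratio slope over 7 to 12 s after thallium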
PPARg SRC3 recr – PPARgamma agonists recruiting SRC-3 coactivator, primary screen, biochemical; Peroxisome proliferator-activated receptor gamma (Homo sapiens), P37231; biochemical PPARgamma/SRC-3 coactivator recruitment assay; activation, % at 8 µM; hit rate 0.26% among 200,000; in the data active = activation above about 23%;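 note: 0% = DMSO and 100% = reference agonist; some compounds past the cut are filed as inactive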
SRC2 TRFRET art – TR-FRET signal artefacts, primary screen, artefact control for PPARgamma SRC-2 agonist project, biochemical. AID 1049, 2008. TR-FRET ratio at 8 µM. TR-FRET artefact counter-screen; stronger effect = higher value. hit rate 0.4% among 200,000; in the data active = TR-FRET ratio above about 2000; note: inactives centre near 1500
bIAP inhibitor – bovine intestinal alkaline phosphatase inhibitors, primary screen, selectivity assay for TNAP inhibitor project, biochemical, bovine IAP, CDP-star luminescence; alkaline phosphatase, intestinal [Bos taurus]; purified bovine IAP, 30 min; inhibition, % at 20 µM; 190,000 tested, under 10 active;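 active = over 50% inhibition of intestinal alkaline phosphatase at 20 µM in the single-dose screen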
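System: Purified bovine intestinal alkaline phosphatase (IAP) enzyme | Input: IAP diluted 1/65,000,000 in the well | Also added: CDP-star chemiluminescent phosphatase substrate, 30 µM final | Dosing: 20 µM single dose | Times: Enzyme reaction for 30 min at room temperature | Detection: Luminescence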
The depositor's hits bear a star; . = no result given.

No.	canonical_smiles	Lmaj promast	SRC2 TRFRET art	ROMK primary	DTT redox prof	PPARg SRC2 recr	PPARg SRC3 recr
1	Cc1ccc(S(=O)(=O)NC(=O)COc2ccccc2C(N)=O)cc1	2	1359	.	-1.0	-9	5
2	CCCC(c1nnnn1C1CCCC1)N1CCN(c2ccccc2F)CC1 (stereo not given)	34	1486	-1.3	0.1	1	3
3	COc1ccc(C2(C(=O)NCCCN(C)C)CCOCC2)cc1	-8	1429	.	-0.1	2	3
4	Cc1cccc(C(=O)NNC(=O)/C=C/C(=O)O)c1	-4	1533	-0.068	0.0	3	1
5	O=C(COC(=O)C1CSC2(c3ccc(F)cc3)CCC(=O)N12)NC(=O)NC1CCCC1 (stereo not given)	-5	1582	-0.43	-0.3	4	-4
6	COc1ccc(NS(=O)(=O)c2cc(NC(=O)/C=C/c3cccs3)ccc2N2CCOCC2)cc1	0	1451	-0.44	0.1	4	1
7	Cc1cccc(C)c1N(CC(=O)Nc1cccc(N(C)S(C)(=O)=O)c1)S(C)(=O)=O	98*	1635	-2	0.1	4	5
8	O=C(O)c1ccc(-n2c(-c3ccccc3)n[nH]c2=S)cc1	-8	1453	0.19	2.2	3	3
9	CCc1ccccc1NC(=S)N(Cc1ccco1)C(C)c1cccs1 (stereo not given)	42	1721	-0.084	-0.6	2	0
10	N#C/C(=C\c1ccc(-c2cccc(C(F)(F)F)c2)o1)C(=O)Nn1cnnc1	-3	1419	.	0.3	-2	1
11	Cc1ccc2c(c1)C1CN(C)CCC1N2C(=O)c1cccc(S(=O)(=O)N2CC(C)CC(C)C2)c1 (stereo not given)	15	1389	-1.7	0.2	4	0
12	CC(=O)Nc1ccc(C(=O)N/N=C/c2ccncc2)cc1	-2	1511	1	-0.4	7	5
13	CC(=O)Nc1ccc(/C(C)=N/NC(=O)c2ccncc2)cc1	-12	1439	1.2	-2.5	10	3
14	Cc1ccc2cccc(S(=O)(=O)Nc3ccc4c(c3)OCO4)c2n1	96*	1775	.	-3.0	0	-1
15	CC1(C)CC(=O)C2=C(C1)OC(=O)C2(NC(=O)c1cccs1)C(F)(F)F (stereo not given)	-8	1585	.	0.5	5	3

No.	bIAP act	bIAP inhibitor	PPARg SRC-1 ag	S1P3 antagonist	TLR4-MyD88 BLA
1	0.9	7	2	-20	-8
2	0.9	7	-7	7	-6
3	0.9	8	2	-14	-7
4	1	1	1	5	-1
5	1.1	-7	7	-21	-2
6	1	-2	-12	-1	2
7	1.2	-23	-2	3	-8
8	0.9	12	-4	17	-19
9	0.8	22	6	-29	4
10	1	3	0	-14	10
11	1	-2	-9	-11	8
12	0.9	10	6	-9	4
13	1.1	-6	-3	-1	-8
14	0.7	27	5	-13	3
15	0.9	6	0	-30	-4

Continuation.
No.	canonical_smiles	Lmaj promast	SRC2 TRFRET art	ROMK primary	DTT redox prof	PPARg SRC2 recr	PPARg SRC3 recr
16	CN(CC(=O)Nc1ccc(C#N)cc1)Cc1ccc(Cl)cc1	-3	1826	-1.6	-0.1	1	-2
17	CCCC(=O)c1c[nH]c(C(=O)NCCCN2CCOCC2)c1	-6	1453	.	16	1	1
18	C=CCNC(=O)c1ccccc1CCc1ccccc1	5	1501	-2.1	-0.9	-7	-1
19	COc1ccc2nc(N3C(=O)/C(=C/c4ccccc4)NC3=S)sc2c1	61*	1756	.	0.1	10	5
20	Cc1ccc(N2C(=S)N=C(Nc3ccccc3C)C23CCOC(C)(C)C3)cc1 (stereo not given)	23	1641	.	1.4	2	10
21	CSc1nnc2n(Cc3ccccc3)c(=O)c3c4c(sc3n12)COC(C(C)C)C4 (stereo not given)	5	1509	0.81	0.1	7	3
22	COc1ccc(N2CCN(C(=O)/C(C#N)=C/c3ccccc3)CC2)cc1	6	1589	-1.6	-0.1	-2	4
23	COc1ccc(C(=O)N2CCCC(C(=O)N3CCCCCC3)C2)cc1 (stereo not given)	-6	1690	0.91	0.4	8	16
24	CN(C)C(=O)COc1ccc(Oc2ccccc2)cc1	-11	1541	-0.35	-1.8	3	2
25	O=CN(c1ccccc1)c1ccc2ccccc2c1	-8	1498	.	-0.1	-1	0
26	CCCNC(=S)Nc1c(C)n(C)n(-c2ccccc2)c1=O	-4	1515	0.88	0.2	-4	-1
27	CCc1ccccc1NC(=O)c1nnn(CC(=O)Nc2cccc(C)c2C)c1N	0	1816	.	1.0	6	13
28	Cc1cc(NC(=O)COC(=O)c2cccc(S(=O)(=O)N3CCOCC3)c2)no1	-4	1449	.	2.1	6	-4
29	Cc1ccc(C)c(SCC(=O)OCC(=O)N2CC(C)OC(C)C2)c1 (stereo not given)	-8	1642	1.2	-0.2	6	4
30	COc1ccc(C(=O)NC(=O)N2CCCCC2)cc1	-3	1415	.	2.7	4	1

No.	bIAP act	bIAP inhibitor	PPARg SRC-1 ag	S1P3 antagonist	TLR4-MyD88 BLA
16	0.8	17	-4	19	7
17	0.9	9	2	.	0
18	1	-3	-3	-13	-15
19	1	-1	5	-5	-7
20	1	1	2	.	3
21	0.9	10	-2	.	0
22	1.1	-11	3	0	-29
23	1.1	-6	1	.	0
24	1	3	-2	6	9
25	0.9	8	-5	6	8
26	1	4	0	11	-18
27	1	-2	4	14	-10
28	0.9	12	-7	6	3
29	1.2	-22	-1	-4	8
30	0.9	11	-7	14	-3

Structural class, the compounds so far containing two or more sulfur atoms
No.	canonical_smiles	Lmaj promast	SRC2 TRFRET art	ROMK primary	DTT redox prof	PPARg SRC2 recr	PPARg SRC3 recr
6	COc1ccc(NS(=O)(=O)c2cc(NC(=O)/C=C/c3cccs3)ccc2N2CCOCC2)cc1	0	1451	-0.44	0.1	4	1
7	Cc1cccc(C)c1N(CC(=O)Nc1cccc(N(C)S(C)(=O)=O)c1)S(C)(=O)=O	98*	1635	-2	0.1	4	5
9	CCc1ccccc1NC(=S)N(Cc1ccco1)C(C)c1cccs1 (stereo not given)	42	1721	-0.084	-0.6	2	0
19	COc1ccc2nc(N3C(=O)/C(=C/c4ccccc4)NC3=S)sc2c1	61*	1756	.	0.1	10	5
21	CSc1nnc2n(Cc3ccccc3)c(=O)c3c4c(sc3n12)COC(C(C)C)C4 (stereo not given)	5	1509	0.81	0.1	7	3

No.	bIAP act	bIAP inhibitor	PPARg SRC-1 ag	S1P3 antagonist	TLR4-MyD88 BLA
6	1	-2	-12	-1	2
7	1.2	-23	-2	3	-8
9	0.8	22	6	-29	4
19	1	-1	5	-5	-7
21	0.9	10	-2	.	0

Further records:
No.	canonical_smiles	Lmaj promast	SRC2 TRFRET art	ROMK primary	DTT redox prof	PPARg SRC2 recr	PPARg SRC3 recr
31	CC(C)C(=O)N1CCN(c2nc(-c3ccc(Cl)cc3)cs2)CC1	-4	1602	-0.46	0.1	-4	5
32	O=C1CC(SC(=NCc2ccc3c(c2)OCO3)Nc2ccccc2)C(=O)N1c1ccccc1 (stereo not given)	21	1496	.	0.0	0	11
33	CC(=O)c1c(O)cc(O)cc1CC(=O)O	-12	1622	.	0.0	-1	0
34	C#CCn1c(-c2ccccc2)ccc(C#N)c1=O	0	1501	-1.9	-0.3	4	4
35	Cn1c(=O)n(CC(=O)NCc2cccnc2)c2ccccc21	-2	1576	0.34	1.6	-7	0
36	CC(C)(C)c1ccc(-c2nc(C#N)c(NCc3ccncc3)o2)cc1	8	1361	.	3.1	-3	-6
37	Cc1ccccc1NC(=O)c1ccccc1O	12	1522	.	2.5	6	4
38	CCCCc1ccc(NC(=O)N[C@H](C(=O)O)C(C)C)cc1	-3	1399	.	2.0	-7	-12
39	Cc1cc(C)c2cc(CN(CCO)Cc3nnnn3Cc3ccc(F)cc3)c(=O)[nH]c2c1	1	1691	.	-1.3	-1	10
40	O=C(c1ccc(S(=O)(=O)NCc2ccco2)cc1)N1CCCC1	-3	1616	-1.1	-0.8	-5	2
41	Cn1c(=O)c2c(nc(SCC(=O)NCc3ccco3)n2C)n(C)c1=O	0	1715	0.37	-1.7	15	4
42	COc1ccc(N(CC(=O)Nc2ccc3c(c2)OCO3)S(=O)(=O)c2ccc(C)cc2)cc1OC	63*	1652	-0.047	0.0	-1	0
43	O=C(O)c1cccc(NS(=O)(=O)c2ccc3nnn(O)c3c2)c1	-6	1647	0.02	1.2	2	7
44	O=C(CSc1nc2cc(S(=O)(=O)N3CCOCC3)ccc2o1)Nc1c(F)cccc1F	-4	1546	-0.18	-1.7	-2	-5
45	CC(=O)OCC(=O)Nc1ccc(N=Nc2ccccc2)cc1	-6	1461	.	0.5	2	-2

No.	bIAP act	bIAP inhibitor	PPARg SRC-1 ag	S1P3 antagonist	TLR4-MyD88 BLA
31	1	-4	0	-4	5
32	0.9	14	4	.	-2
33	0.9	7	8	-1	-5
34	0.9	11	0	-10	6
35	0.9	7	2	-39	-1
36	1.1	-7	-10	-8	-5
37	0.9	8	5	-13	-16
38	1	-5	-7	-12	8
39	1	2	-5	-47	0
40	1.1	-14	7	-1	5
41	1	4	2	-10	-12
42	0.9	6	0	6	-19
43	1	2	-4	.	4
44	1.2	-20	-1	-2	-1
45	0.9	7	4	-8	2

(continued)
No.	canonical_smiles	Lmaj promast	SRC2 TRFRET art	ROMK primary	DTT redox prof	PPARg SRC2 recr	PPARg SRC3 recr
46	Nc1cc(S(=O)(=O)C(F)(F)F)ccc1C(=O)O	-8	1395	.	2.7	-1	-6
47	COc1ccc(NC(=O)CN(C)S(=O)(=O)c2ccc(Cl)cc2)cc1Cl	4	1500	.	1.2	-3	9
48	CCc1nnc2sc(-c3ccc(NC(=O)CSc4ccc(Cl)cc4)cc3)nn12	-1	1652	0.82	0.7	8	7
49	CCOc1ccc2nc(SCC(=O)c3cccs3)sc2c1	-10	1471	.	1.7	3	0
50	COc1ccc2[nH]cc(C(=O)N3CCCCC3)c(=O)c2c1	-7	1622	.	0.8	14	3
51	O=c1c([N+](=O)[O-])cccn1Cc1ccccc1Cl	9	1658	.	-0.7	1	0
52	Cc1ccc(Nc2nnc(SCC(=O)Nc3cccc(S(=O)(=O)N4CCCCC4)c3)s2)cc1	0	1741	.	1.1	-3	-4
53	CSc1n[nH]c(NCc2ccccc2)n1	-2	1439	.	4.8	6	-3
54	CC(C)=NNc1nc(-c2ccccc2)cs1	89*	1561	-0.58	-0.6	8	0

No.	bIAP act	bIAP inhibitor	PPARg SRC-1 ag	S1P3 antagonist	TLR4-MyD88 BLA
46	0.9	10	1	-26	-2
47	0.9	6	-8	.	-6
48	.	.	6	23	-1
49	0.8	18	3	-6	1
50	1	2	-6	-5	7
51	0.9	12	2	-15	5
52	1.5	-47	2	-19	-5
53	1.1	-8	2	8	-9
54	0.9	8	10	-10	-11

This is a random part of the collection; about 11% have a hit in one of these screens.
